Source: PubChem BioAssay (several laboratories)
DAX1 inh-1: inhibitors of DAX1 repression of SF-1 activated StAR promoter | AID 652010 | actives 1.1% (n = 370,000) | HEK293T StAR-luciferase reporter, SF-1/DAX-1 repression relief | inhibition, % at 6.8 µM;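 active = inhibition above the mean over all tested compounds plus 3 SD, cut at about 3.6% in these data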;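 also: 0% = DAX-1 cells with DMSO and 100% = cells lacking DAX-1 with DMSO; higher inhibition means more luminescence from relief of DAX-1 repression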
PG9 Ab binder: binds the HIV-1 gp120 antibody PG9 | TR-FRET gp120-PG9 antibody binding | inhibition, % at 6.7 µM | actives 0.43% (n = 360,000); in the data active = inhibition above about 8.5%
SMARCA2 activ: SMARCA2 function activation, primary screen; AID 652017; actives 1% (n = 370,000); activation, % at 9.1 µM; MG213 cells, MMTV-luciferase reporter, dexamethasone, overnight; in the data active = activation above about 7.8%;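 also: 0% = vehicle wells and 100% = reference activator wells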
GC-A act: GC-A (human) enzyme activation; P16066; HEK293 GC-A cells, cGMP TR-FRET, EC30 ANP; 0% at EC30 ANP, 100% saturating ANP; activation, % at 10 µM; actives 0.14% (n = 370,000); AID 1671463; in the data active = activation above about 40%
Target sequence (P16066 whole entry, looked up): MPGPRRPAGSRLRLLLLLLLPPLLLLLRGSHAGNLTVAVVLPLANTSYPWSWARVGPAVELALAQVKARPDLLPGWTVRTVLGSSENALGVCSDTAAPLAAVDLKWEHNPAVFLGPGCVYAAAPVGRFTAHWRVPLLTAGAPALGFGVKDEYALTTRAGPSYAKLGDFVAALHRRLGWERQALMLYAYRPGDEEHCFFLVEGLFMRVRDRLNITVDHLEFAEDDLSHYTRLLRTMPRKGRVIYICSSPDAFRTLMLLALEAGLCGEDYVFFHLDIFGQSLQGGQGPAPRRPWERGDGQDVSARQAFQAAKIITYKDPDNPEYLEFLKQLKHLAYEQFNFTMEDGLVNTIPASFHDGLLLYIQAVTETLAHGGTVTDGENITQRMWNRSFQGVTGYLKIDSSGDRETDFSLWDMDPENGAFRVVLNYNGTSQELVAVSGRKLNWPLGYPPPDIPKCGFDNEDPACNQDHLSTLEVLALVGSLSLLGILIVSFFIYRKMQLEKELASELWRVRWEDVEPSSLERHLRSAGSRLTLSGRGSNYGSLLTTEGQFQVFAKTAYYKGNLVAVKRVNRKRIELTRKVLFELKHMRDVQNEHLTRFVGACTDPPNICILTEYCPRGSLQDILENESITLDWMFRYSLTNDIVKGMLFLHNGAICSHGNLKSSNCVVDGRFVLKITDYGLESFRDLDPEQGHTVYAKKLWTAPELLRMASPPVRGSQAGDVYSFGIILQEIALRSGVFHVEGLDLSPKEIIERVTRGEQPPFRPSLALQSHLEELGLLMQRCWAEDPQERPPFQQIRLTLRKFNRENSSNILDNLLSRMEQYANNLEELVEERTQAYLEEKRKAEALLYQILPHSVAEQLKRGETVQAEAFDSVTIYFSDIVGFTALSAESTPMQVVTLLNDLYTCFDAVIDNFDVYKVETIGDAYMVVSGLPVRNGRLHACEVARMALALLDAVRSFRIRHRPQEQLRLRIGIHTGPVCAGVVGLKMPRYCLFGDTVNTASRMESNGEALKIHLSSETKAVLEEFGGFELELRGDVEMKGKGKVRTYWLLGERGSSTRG
ADAM10 inh: inhibits human ADAM10; actives 0.62% (n = 370,000); AID 720582; recombinant ADAM10, EDANS/DABCYL FRET peptide cleavage, 3 h; inhibition, % at 7 µM; O14672;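 active = inhibition above a per-campaign cutoff equal to the mean of compounds falling between control-based bounds plus 3 SD, cut at about 20% in these data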;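 also: 0% = DMSO wells while the 100% control is not disclosed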
DAX1 inh-2: NR0B1 (DAX1) inhibition; P51843; HEK293 Gal4-DAX1 luciferase reporter, luminescence; inhibition, % at 6.75 µM; actives 0.99% (n = 340,000); AID 504766;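 active = inhibition above the mean over all tested compounds plus 3 SD, cut at about 4.2% in these data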;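 also: 0% = DAX1-transfected cells with DMSO and 100% = empty-vector control cells with DMSO; inhibition shows as a rise in luminescence from relieved DAX1 repression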
hcDAF-12 act: activates DAF-12 receptor from parasite H. contortus. HEK293 hcDAF-12 lit1-tk-luc reporter, luminescence; 0% DMSO, 100% Δ7-dafachronic acid. activation, % at 6.8 µM. actives 1.4% (n = 370,000);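 active = activation above the mean of all tested compounds plus 3 SD, cut at about 5.5% in these data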;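 also: 100% = response to 3 µM Δ7-dafachronic acid high control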
ADAM17 inh: inhibitors of human ADAM17 | actives 0.83% (n = 370,000) | inhibition, % at 6.95 µM | recombinant ADAM17, EDANS/DABCYL FRET peptide cleavage | P78536;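 active = inhibition above the mean of compounds lying between control limits plus 3 SD, set per campaign, cut at about 8.5% in these data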;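 also: 0% = DMSO-only wells as the low control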
FXN GAA850 act: increases GAA850 frataxin promoter reporter activity; AID 540364; actives 0.56% (n = 360,000); activation, % at 6 µM; HEK293 lucGAA850 FXN promoter luciferase reporter, 24 h; percent of 10 µM SAHA response;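 active = activation above the average of all compounds screened plus 3 SD, cutoff fixed separately per campaign, cut at about 7.5% in these data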;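 also: 0% = DMSO wells and 100% = 10 µM SAHA wells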
hgDAF12 agonist: activates the H. glycines DAF-12 receptor ligand-binding domain; activation, % at 6.8 µM; actives 1.8% (n = 370,000); HEK293 GAL4-hgDAF12 UAS-luciferase reporter, agonist luminescence; normalized to butyrate control;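 active = activation above a cutoff set at the mean of all screened compounds plus 3 SD, cut at about 10% in these data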;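 also: 0% = DMSO wells and 100% = sodium butyrate wells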
ssDAF12 agonist: activates DAF-12 receptor from parasite S. stercoralis | HEK293 ssDAF-12/GRIP1 lit1-tk-luc reporter, luminescence; % of 3 µM dafachronic acid response | activation, % at 6.8 µM | actives 1% (n = 370,000) | AID 652126;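 active = activation above the mean over all tested compounds plus 3 SD, cut at about 0.9% in these data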;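 also: 0% = DMSO-only wells and 100% = 3 µM delta7-dafachronic acid wells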
* = called active by the depositor; nt = not tested or not shown.

SMILES	DAX1 inh-1	PG9 Ab binder	SMARCA2 activ	GC-A act	ADAM10 inh	DAX1 inh-2	hcDAF-12 act	ADAM17 inh	FXN GAA850 act	hgDAF12 agonist	ssDAF12 agonist
OC(CNCc1ccc2c(c1)OCO2)COc1ccccc1 (centres undefined)	0.1	-1.1	-2.5	-2.2	-3.4	-0.2	-1.3	0.9	2.9	-0.9	-1.2
CC(CN1CCOCC1)C(=O)O (centres undefined)	-0.1	-0.9	0.0	4.6	-5.8	0.2	0.1	-3.4	-1.3	2.0	-0.9
Cc1ccc(CC(=O)Nc2nccs2)cc1	0.2	0.5	-3.7	4.0	2.9	1.1	1.0	-5.1	0.7	0.0	-1.8
Cc1ccc(C)c(N(C(=O)c2csnn2)C(C(=O)NC2CCCCC2)c2ccncc2)c1 (centres undefined)	0.0	-0.5	0.2	-4.5	7.9	-0.4	-2.0	2.2	-2.0	-1.1	-0.8
COc1ccc(C(=O)Nc2ccc([N+](=O)[O-])cn2)c(OC)c1	2.8	-0.5	6.7	-3.1	-6.9	3.6	4.5	0.2	3.4	18.7*	0.4
Cc1ccc(CCNC(=O)C2CCC(=O)N(CC3CCCCC3)C2)cc1 (centres undefined)	-1.4	-1.6	-2.6	-0.1	-5.1	0.2	-1.0	-1.4	-1.5	-1.7	-1.5
O=C1CC(c2ccccc2)CC2=C1C1(CCCC1)N=C(Nc1nc3ccccc3o1)N2 (centres undefined)	4.5*	-1.1	-0.7	0.1	-0.9	nt	2.9	-3.6	1.0	3.8	-1.0
CCN1CCN(CCNC(=O)CCCCCn2c(=O)[nH]c3cc(C(=O)OC)ccc3c2=O)CC1	0.2	2.7	-1.2	9.2	-111.0	0.5	-0.4	-24.5	-1.3	2.7	-1.6
Cc1cccc(CNC(=O)C2CCCN(c3nn4c(=O)cc(C)nc4s3)C2)c1 (centres undefined)	-0.2	-3.1	0.8	0.7	0.8	-0.4	-1.9	-1.6	-0.2	-1.9	-0.6
O=C(C[n+]1ccccn1)c1ccccc1	0.1	-0.9	1.3	1.6	-7.3	1.7	-1.6	-2.6	2.9	2.5	-0.6
CN(Cc1nc(-c2ccncc2)no1)S(=O)(=O)c1ccccc1	-0.3	1.2	0.3	-1.8	2.6	0.1	-1.6	-7.0	0.0	1.8	-1.0
Cc1cc(=O)oc2cc(OCC(=O)OCC(=O)Nc3ccccc3F)ccc12	0.4	-2.6	-2.3	-4.6	-394.9	1.5	-1.2	-123.1	0.6	1.8	-0.6
CCCCC(=O)N1CCCC(c2nc3c(nnn3Cc3cc(C)ccc3C)c(=O)[nH]2)C1 (centres undefined)	0.2	-1.3	-0.6	-7.7	88.1*	-0.4	-1.1	-3.5	-2.3	2.4	-1.8
CCOc1ccc(NC(=O)CS(=O)(=O)c2cn(C)c3ccccc23)cc1	-1.4	0.2	-1.4	0.9	-4.6	-0.6	-1.2	-1.9	1.3	-0.7	-1.1
Cc1ccc(SCc2c(C#N)c3ccccc3n2C)cc1	0.8	-1.9	0.3	-5.5	15.4	-0.2	-2.6	5.8	0.9	1.0	-1.5
COc1ccc(-n2nc3c(c2NC(=O)c2ccc(Br)cc2)CS(=O)C3)cc1 (centres undefined)	0.7	0.8	-3.6	-4.8	2.9	-0.3	-1.9	-0.6	-0.1	-0.1	-1.2
Cn1cnnc1SCC(=O)Nc1cc(S(=O)(=O)N2CCCCC2)ccc1Cl	-0.2	1.5	-0.7	1.0	3.0	-0.1	1.6	0.4	0.5	-1.8	-1.2
COc1cc(/C(C)=N/NC(=O)CSc2nc3ccccc3[nH]2)ccc1O	-0.1	-1.5	-2.5	-0.6	-6.7	-1.0	2.0	-5.7	2.2	-2.4	-0.2
COc1cc(OC)c(C2=NOC(C(=O)O)C2)cc1Cl (centres undefined)	0.2	0.2	-0.4	-2.3	-1.1	1.2	0.8	-1.6	-0.6	0.5	-0.7
O=C1C/C(=C\c2c(F)cccc2Cl)N2CCC1CC2	-0.6	-0.4	-2.2	nt	-3.9	-0.5	-1.3	-0.8	-1.1	-1.9	-0.9
Cc1ccsc1/C=N\NC(=O)c1n[nH]c2c1CCC2	0.6	-2.0	5.2	-3.8	-13.9	-1.8	6.0*	-0.7	-4.2	9.8	1.0*
COc1cccc(COc2ccc(N(C)S(=O)(=O)c3ccccc3)cc2)c1	-0.5	0.0	-1.7	-0.6	13.5	2.5	-2.1	5.4	1.1	-0.9	-1.4
O=C1/C(=C\c2ccccn2)SC(=S)N1c1ccc(S(=O)(=O)Nc2nccs2)cc1	-0.3	-3.0	-2.2	-7.0	7.1	2.8	-0.8	-2.1	0.6	2.0	-1.7
Cc1ccccc1/C=N\NC(=O)c1csnn1	2.1	-2.4	6.1	-1.9	-5.2	1.0	3.0	-4.5	1.9	14.5*	-0.7
Cc1c(C(=O)NCC(c2ccco2)N(C)C)oc2c(Cl)cccc12 (centres undefined)	-0.1	1.0	-0.7	-3.5	-13.2	0.9	2.7	-5.8	1.4	1.6	0.7
Carrying on.
SMILES	DAX1 inh-1	PG9 Ab binder	SMARCA2 activ	GC-A act	ADAM10 inh	DAX1 inh-2	hcDAF-12 act	ADAM17 inh	FXN GAA850 act	hgDAF12 agonist	ssDAF12 agonist
COc1ccc(C(=O)NOCc2ccccc2)cc1	1.3	1.9	1.9	0.9	0.1	-1.7	4.9	0.3	-1.4	8.7	0.6
Cc1ccc(C(=O)NCC(=O)OCC(=O)NC2CCS(=O)(=O)C2)cc1C (centres undefined)	0.1	-0.2	-4.3	6.5	1.9	-0.7	-2.3	2.5	1.9	-2.5	-1.3
O=C(O)C1CCC(=O)N1C1c2ccccc2Oc2ccccc21 (centres undefined)	-0.1	1.4	1.1	2.1	-3.7	2.8	1.0	-0.5	-0.2	0.1	-1.3
Cc1ccc(C(=O)NC2CCCC2)s1	1.1	-2.2	-1.7	-0.2	0.8	0.2	0.5	2.4	1.0	0.3	-0.8
COC(=O)C[C@H]1C=C[C@@H](NC(=O)C2CC2)[C@@H](CO)O1	0.1	0.6	1.5	1.6	-22.2	nt	-1.3	-9.5	nt	1.2	0.1
O=c1cc(Cl)c(-c2ccccc2)nn1Cc1ccc(Cl)cc1	-0.8	-0.9	0.2	-4.0	3.5	-1.1	-2.9	-0.6	-1.7	4.2	-1.2
O=c1c2ccccc2oc2cc(C#Cc3ccccn3)ccc12	2.7	-0.5	8.0*	-6.6	-15.2	2.6	1.6	-9.1	2.7	6.5	-0.5
COc1ccc2sc(-c3ccc(SC)cc3)c(-c3ccc(O)cc3)c2c1	-0.8	-0.9	0.0	-1.0	-64.6	-1.6	-1.5	-17.5	1.1	-0.4	-1.1
Cc1cccc(C(=O)NCC(=O)NCCSc2ccc(Br)cc2)c1	0.3	-2.1	-1.2	-3.8	0.4	0.2	1.8	0.6	0.6	1.4	-1.2
COC(=O)c1c(C)cc(C)n2c1nc1ccccc12	-0.8	2.2	-1.9	4.0	-451.4	-1.2	-1.0	-178.3	1.2	1.3	-1.3
COc1ccccc1/C=C/C(=O)OCC(=O)Nc1nnc(-c2ccccc2)o1	2.6	-0.6	1.4	0.0	-124.3	-1.1	0.0	-35.6	1.9	1.6	-1.2
CC1=C(C(=O)OCCc2ccccc2)C(c2ccsc2)NC(=O)N1C (centres undefined)	-0.5	-1.3	-3.7	-2.0	1.1	4.5*	-3.7	-1.2	0.2	1.0	-2.2
CCOc1ccc(-c2ccc(NS(=O)(=O)c3ccc([N+](=O)[O-])cc3)cc2)nn1	-0.4	-0.7	-1.0	7.1	2.0	0.3	-1.7	2.5	0.6	-1.5	-1.1
O=C(Nc1ccccn1)C1CCN(S(=O)(=O)c2ccccc2)CC1	1.7	-1.4	5.6	-2.9	-0.9	0.9	2.3	-4.0	2.0	7.0	-0.7
CCOC(=O)C1(CCOC)CCN(C(=O)c2ccc(CSC)o2)CC1	-1.2	0.9	0.7	0.0	1.8	0.9	-0.3	-9.5	1.5	-0.4	-1.0
O=C(Nc1cccc(F)c1)N1CCN(C(=O)c2ccco2)CC1	0.1	-4.0	-1.5	-0.1	-10.7	0.8	-0.8	-0.9	-1.8	-3.5	-1.3
O=C1C=C(NCC2CCCO2)C2(CCCCC2)O1 (centres undefined)	-0.7	-0.3	-2.0	2.1	4.4	-0.5	-0.3	-3.1	-0.2	-1.6	-1.3
Cc1ccc(-c2ccnc3cc(C)nn23)cc1	-0.1	0.5	-1.2	-0.2	-13.2	0.5	0.8	-6.4	1.6	-1.0	-1.2
CCCCCCCCCCCNC(=O)c1ccoc1C	0.5	-1.2	0.5	2.1	-0.7	-0.8	-1.0	-2.7	0.8	0.3	-1.0
COc1ccc(CNC(=O)COC(=O)CCN2C(=O)C3CC=CCC3C2=O)cc1OC (centres undefined)	-1.2	0.2	1.2	-1.2	-0.5	0.2	0.8	-0.5	0.3	2.4	-0.6
CCOC(=O)c1[nH]c(C)c(C(=O)N(C)C)c1C	-0.5	-1.1	-0.3	4.6	4.8	0.4	1.2	-1.5	-1.6	0.6	-0.3
O=C(CCN1C(=O)/C(=C\c2ccccc2)SC1=S)NNC(=O)c1cccnc1	0.3	-1.7	-2.0	0.3	-0.2	0.8	2.2	-0.7	-0.4	-0.2	-1.1
COc1ccc(NC(=O)Nc2c(C)n(C)n(-c3ccccc3)c2=O)cc1	-0.6	-0.1	-1.0	3.6	-7.8	1.1	-0.3	-4.3	-0.3	3.2	-1.0
CCOC(=O)c1cc(-c2ccc(F)cc2)n(CC(=O)NCc2cccnc2)c1C	-0.8	2.5	0.2	-2.6	3.4	0.9	-0.1	-0.3	2.1	0.9	-1.4
CCCn1c(=S)[nH]c2cc(C(=O)N3CCN(c4ccc(F)cc4)CC3)ccc2c1=O	0.0	0.9	-1.2	3.2	-11.9	1.3	0.7	-0.6	1.1	-0.9	-0.8
Cc1ccc(S(=O)(=O)NCc2ccccc2Br)cc1	-1.4	-0.8	-5.7	-0.7	-9.8	nt	0.2	-4.3	nt	-2.1	-1.4
CCOc1ccccc1/C=C/C(=O)c1ccc(Cl)cc1	-1.0	-0.1	0.9	-4.7	5.6	-0.5	-1.6	0.4	0.1	2.1	-2.0
Cc1cc2c3c(ccc(C)c3n1)N=CN2c1ccccc1	0.7	-1.4	1.9	5.7	-371.7	-0.1	-0.8	-131.8	2.9	-0.1	-1.4
COCCCNC(=O)/C(C#N)=C/c1cccc(NC(=O)c2ccccc2Cl)c1	0.7	-0.3	5.5	1.8	-13.6	0.5	-1.6	-6.7	0.1	2.2	-1.2
CSCC[C@H](NC(=O)[C@@H]1CSC2c3ccccc3C(=O)N21)C(=O)NCc1ccco1 (some centres undefined)	-1.2	-1.8	-1.1	-2.5	-1.0	0.0	-0.1	0.5	-1.2	-0.3	-1.1
